Screening data: PubChem, National Center for Advancing Translational Sciences (NCATS)
D2 PAM – positively modulates the human D2 dopamine receptor allosterically; P14416; HEK293 T-REx D2, calcium flux, EC20 dopamine potentiation; potentiation, % at 10 µM; actives 0.34% (n = 340,000); AID 485347;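 active = potentiation over 3 SD above the plate norm, cut at about 30% in these data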; note: 0% is about no effect
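Calcium flux readout, no-wash dye, 1 read/s. Inducible HEK293 Trex D2 line, overnight 30 C. Compound alone 180 s (agonist flags), then EC20 dopamine, another 180 s to score potentiation.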
D1 antag – human D1 dopamine receptor antagonism; HEK293 TREx D1 cells, calcium flux, dopamine EC80; active compounds read low; activity change, negative = inhibition, % at 10 µM; actives 3.2% (n = 360,000); P21728; in the data active = activity change below about -30%; note: % is set by controls: 0 for no effect and ±100 for the full control effect
Target sequence (P21728 whole entry, looked up): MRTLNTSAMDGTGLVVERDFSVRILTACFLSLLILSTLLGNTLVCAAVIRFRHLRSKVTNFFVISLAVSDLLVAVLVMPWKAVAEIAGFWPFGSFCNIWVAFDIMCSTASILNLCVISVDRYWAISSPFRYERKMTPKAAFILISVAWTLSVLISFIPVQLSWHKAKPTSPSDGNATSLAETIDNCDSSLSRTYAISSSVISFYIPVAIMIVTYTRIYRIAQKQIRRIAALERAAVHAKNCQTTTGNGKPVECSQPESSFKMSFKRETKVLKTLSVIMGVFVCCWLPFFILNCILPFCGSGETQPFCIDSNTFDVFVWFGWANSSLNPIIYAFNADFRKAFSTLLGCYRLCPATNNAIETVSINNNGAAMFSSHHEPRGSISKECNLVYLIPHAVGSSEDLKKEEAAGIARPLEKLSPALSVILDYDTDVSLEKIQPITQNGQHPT
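Tetracycline-induced HEK293 Trex D1 cells, force-coupled to calcium, dye-loaded; compounds added and read 180 s, then EC80 dopamine added and calcium flux tracked kinetically another 180 s.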
D1 potentiator – potentiators of human D1 dopamine receptor | P21728 | HEK293 TREx D1 cells, calcium flux, dopamine EC20 potentiation | potentiation, % at 10 µM | actives 0.036% (n = 360,000) | AID 504651; in the data active = potentiation above about 30%; note: 0% is about no effect
D2 ag – D2 dopamine receptor (human) agonism; P14416; HEK293 T-REx D2 cells, calcium flux agonist mode; activation, % at 2 µM; actives 0.53% (n = 340,000);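 active = activation over 3 SD above normal in the single-dose calcium agonist read, cut at about 30% in these data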; note: 0% is about no effect
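Tetracycline-induced HEK293 T-REx cells with force-coupled D2 receptor, plated overnight at 30 C, loaded with no-wash calcium dye. After a 10 s baseline, compound was pin-added and calcium flux read kinetically for 180 s; calcium rises flagged agonists.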
RXFP1 antag – RXFP1 (human) relaxin receptor antagonism | Q9HBX9 | HEK293-RXFP1, relaxin-stimulated cAMP HTRF, 30 min; active compounds read low | activity change, negative = inhibition, % at 57.5 µM | actives 0.59% (n = 350,000);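 active = activity change of -60% or lower, but not beyond a set lower limit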; note: % is set by controls: 0 for no effect and ±100 for the full control effect
TRHR agonist – activates the human TRH receptor. P34981. TRHR cells, calcium flux fluo-8, FDSS agonist mode. activation, % at 2 µM. actives 0.18% (n = 360,000); note: 0% is about no effect
Target sequence (P34981 whole entry, looked up): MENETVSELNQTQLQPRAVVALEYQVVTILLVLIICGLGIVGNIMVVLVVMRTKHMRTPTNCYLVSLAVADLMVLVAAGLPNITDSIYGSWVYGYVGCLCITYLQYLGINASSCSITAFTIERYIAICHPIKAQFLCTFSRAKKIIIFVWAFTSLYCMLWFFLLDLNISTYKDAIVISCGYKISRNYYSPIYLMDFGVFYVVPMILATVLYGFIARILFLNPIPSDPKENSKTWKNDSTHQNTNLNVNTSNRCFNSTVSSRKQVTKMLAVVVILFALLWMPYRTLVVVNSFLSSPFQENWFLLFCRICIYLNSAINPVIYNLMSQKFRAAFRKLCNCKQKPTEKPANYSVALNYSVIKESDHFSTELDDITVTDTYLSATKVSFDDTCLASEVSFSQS
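In this calcium-flux screen, cells bearing human TRHR are dye-loaded with fluo-8, baselined for 10 cycles, then exposed to library compounds; positive kinetic calcium responses during the agonist phase mark hits, with TRH as control.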
D1 ag – activates the human D1 dopamine receptor. HEK293 T-REx D1 cells, calcium flux, agonist mode. AID 504660. actives 1% (n = 360,000). P21728. activation, % at 2 µM; note: 0% is about no effect
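Agonism was scored from calcium flux recorded over 180 s (1 read/s) after pintool compound addition, following a 10-cycle baseline. Cells were inducible force-coupled HEK293 TREx D1, plated overnight at 30 C and loaded with no-wash calcium dye.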
D2 antag – D2 dopamine receptor (human) antagonism | P14416 | HEK293 TREx D2 cells, calcium flux, dopamine EC80 | inhibition, % at 10 µM | actives 2% (n = 340,000); in the data active = inhibition above about 30%; note: 0% is about no effect
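Inhibition of EC80 dopamine-driven calcium flux, recorded kinetically, defines activity here; cells are a tetracycline-induced HEK293 T-REx line expressing force-coupled D2.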
TRHR PAM – allosteric enhancers of human TRH receptor | P34981 | TRHR cells, fluo-8 calcium fluorescence, EC20 TRH enhancement | enhancement, % at 2 µM | actives 0.66% (n = 360,000) | AID 493056; in the data active = enhancement above about 30%; note: 0% is about no effect
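TRHR-expressing cells loaded with fluo-8 calcium dye were read kinetically (ex 480/em 530) during compound addition, then stimulated with an EC20 of TRH (10 nM final). Enhancement of the Gq-mediated intracellular calcium response was scored.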
Starred values were filed as active, the others as inactive; · = not tested or not shown. Cut-off read from the data, not from the text of the source, unless noted: active = activation above about 30%; inactive = the rest.

no.	mol	D2 PAM	D1 antag	D1 potentiator	D2 ag	RXFP1 antag
1	CC1=NN(C(N)=S)C(=O)C1N=Nc1ccccc1C (stereo not drawn)	-9	-2	-2	3.3	-7
2	CCCc1cc(=O)[nH]c(SCC(=O)c2[nH]c(C)c(C(=O)OCC)c2C)n1	·	10	-4	·	4
3	O=C(Nc1cccc(-c2nc3ccccc3o2)c1)c1cccc(Br)c1	0	-25	-1	1.3	-3
4	COc1ccc(-c2cn3nc(N4CCCC(C(=O)Nc5cccc(Cl)c5C)C4)sc3n2)cc1 (stereo not drawn)	-13	0	-1	0.6	1
5	Oc1ccc(Oc2ncc(Cl)cc2Cl)cc1	14	1	2	0.8	9
6	CC(=O)Nc1ccc(NC(=O)/C=C/c2ccc(Cl)cc2)cc1	-6	4	-2	1.3	-2
7	CCOC(=O)C1=C(C)N=c2s/c(=C\c3ccc(OC(C)=O)cc3)c(=O)n2C1/C=C/c1ccccc1 (stereo not drawn)	·	17	-3	·	-7
8	Cc1c2cnn(-c3ccccc3)c(=O)c2c(C)n1CC(=O)NCc1ccc(Cl)cc1	4	-12	7	-0.3	·
9	O=C(NCc1nc(-c2ccccc2)cs1)c1ccccc1	8	7	3	0.3	-3
10	COc1ccccc1/C=C/c1nc(C#N)c(N2CCCCC2)o1	3	13	0	0.1	-16
11	CCCc1nnc2n1N=C(c1ccc(-c3cc(Cl)ccc3Cl)o1)CS2	2	-5	3	0.6	·
12	COc1cc(NC(=O)CN2C(=O)NC(C)(CCC(C)C)C2=O)cc(OC)c1 (stereo not drawn)	-8	4	1	1.1	7

no.	TRHR agonist	D1 ag	D2 antag	TRHR PAM
1	0.5	-1	14	-6
2	0.0	0	·	31*
3	1.7	11	·	-5
4	0.5	0	·	-1
5	0.7	3	8	4
6	-0.1	2	0	0
7	-0.8	8	·	2
8	-0.4	1	·	1
9	0.3	2	0	1
10	-2.3	9	·	-3
11	-0.2	1	20	-2
12	-0.2	2	6	-1

The listing continues.
no.	mol	D2 PAM	D1 antag	D1 potentiator	D2 ag	RXFP1 antag
13	COc1ccc(C)cc1-n1nnc(S(=O)(=O)c2ccc(C)cc2)c1C	-2	9	0	0.0	·
14	Cc1cccc(C)c1NC(=O)Cn1c(=O)n(CC2CCC(C(=O)NCCc3ccccc3)CC2)c(=O)c2ccccc21 (stereo not drawn)	-6	14	-4	·	·
15	Nc1nnc(CC(c2ccccc2)c2ccccc2)s1	7	-2	-1	-2.9	25
16	CCC(=O)Oc1ccc2c(C)cc(=O)oc2c1C(=O)CC	-6	-3	-2	-4.1	-11
17	COc1ccc(CN2CCN(Cc3c[nH]c4ccccc34)CC2)cc1	-20	3	1	2.6	-5
18	CCOC(=O)c1sc2nc(C)nc(NCc3ccc(Cl)cc3)c2c1C	5	-15	-6	1.5	-21
19	Cc1cc(N2CCN(C)CC2)nc2ccc(NC(=O)Nc3ccc(Cl)cc3)cc12	3	-15	-5	·	-2
20	CSc1ncccc1C(=O)NNC(=O)c1ccc(NS(=O)(=O)c2cccs2)cc1	-5	-45*	5	-0.3	2
21	CCCCn1nnnc1SCC(=O)c1ccc(C)c(C)c1	14	-3	-1	1.0	-9
22	CCc1cccc(NC(=O)C2CC2c2ccccc2)c1 (stereo not drawn)	4	-19	12	-0.8	2
23	CCN(CC)C(=O)c1ccc(Oc2ccc([N+](=O)[O-])cc2Cl)cc1	2	·	-4	0.0	-6
24	COc1ccc(-n2c(=O)c3sc4ccccc4c3n(Cc3ccccc3)c2=O)cc1	23	11	4	·	·

no.	TRHR agonist	D1 ag	D2 antag	TRHR PAM
13	0.5	10	·	2
14	-1.0	-1	·	17
15	-1.0	-1	-6	-2
16	-3.3	3	-5	-5
17	1.5	5	-17	4
18	4.8	8	8	-2
19	0.7	18	·	3
20	0.4	0	-14	-6
21	-1.4	5	-6	5
22	-0.5	0	-8	-2
23	1.5	2	9	-3
24	0.2	4	·	-2

The list goes on:
no.	mol	D2 PAM	D1 antag	D1 potentiator	D2 ag	RXFP1 antag
25	CCOc1ccccc1NC(=O)c1cc2c(Cl)nc3ccccc3c2s1	-5	1	0	-0.2	·
26	O=C1CCC(C(=O)N2CCCCCC2)CN1Cc1cccc(C(F)(F)F)c1 (stereo not drawn)	·	-17	1	·	-9
27	CCCCOC(=O)c1ccc(NC(=O)c2cc3c(=O)n4cccc(C)c4nc3n2C)cc1	5	-4	-1	-0.6	-11
28	Cc1ccc2[nH]cc(C(=O)CN3CCN(c4ccccn4)CC3)c2c1	-28	-10	-6	19	-2
29	Cc1ccc(C(=O)N2CCN(c3ccc([N+](=O)[O-])c(NCc4ccco4)c3)CC2)cc1	2	1	-9	0.2	-6
30	Cc1ccc(N(CC(O)CN2C(=O)NC(C)(C)C2=O)S(=O)(=O)c2ccc([N+](=O)[O-])cc2)cc1 (stereo not drawn)	11	-5	3	-0.6	-2
31	CC1S/C(=C(\C#N)C(N)=O)N(c2ccc(F)cc2)C1=O (stereo not drawn)	11	-26	2	0.8	-6
32	CCOC(=O)C1CCN(C(=O)CSc2nc3ncccc3[nH]2)CC1	1	2	0	0.3	-1
33	COc1cc(C)ccc1OCCOCCN(C)Cc1ccccc1	-26	-6	-3	-0.9	9
34	CCOC(=O)c1c(C)n(C)c2ccc(OCC(O)Cn3nc(C)cc3C)cc12 (stereo not drawn)	15	-23	0	-0.1	3
35	O=C1c2ccccc2C(Nc2ccc3c(c2)OCO3)N1Cc1ccc2c(c1)OCO2 (stereo not drawn)	7	3	-2	-0.6	-2
36	O=C(O)c1cc(Br)ccc1NS(=O)(=O)c1cccc2nsnc12	-1	-2	-4	-0.1	-15

no.	TRHR agonist	D1 ag	D2 antag	TRHR PAM
25	0.3	0	·	-2
26	0.1	1	·	0
27	-0.1	6	·	9
28	-1.0	3	34*	-4
29	-1.1	3	2	1
30	0.9	2	-12	-9
31	0.5	6	-6	-1
32	0.0	1	2	3
33	0.2	2	16	-1
34	0.9	-1	13	-1
35	-0.5	0	7	2
36	-0.3	1	19	0

Seven records drawn at random from those above, as already listed:
no.	mol	D2 PAM	D1 antag	D1 potentiator	D2 ag	RXFP1 antag
36	O=C(O)c1cc(Br)ccc1NS(=O)(=O)c1cccc2nsnc12	-1	-2	-4	-0.1	-15
35	O=C1c2ccccc2C(Nc2ccc3c(c2)OCO3)N1Cc1ccc2c(c1)OCO2 (stereo not drawn)	7	3	-2	-0.6	-2
34	CCOC(=O)c1c(C)n(C)c2ccc(OCC(O)Cn3nc(C)cc3C)cc12 (stereo not drawn)	15	-23	0	-0.1	3
28	Cc1ccc2[nH]cc(C(=O)CN3CCN(c4ccccn4)CC3)c2c1	-28	-10	-6	19	-2
27	CCCCOC(=O)c1ccc(NC(=O)c2cc3c(=O)n4cccc(C)c4nc3n2C)cc1	5	-4	-1	-0.6	-11
25	CCOc1ccccc1NC(=O)c1cc2c(Cl)nc3ccccc3c2s1	-5	1	0	-0.2	·
31	CC1S/C(=C(\C#N)C(N)=O)N(c2ccc(F)cc2)C1=O (stereo not drawn)	11	-26	2	0.8	-6

no.	TRHR agonist	D1 ag	D2 antag	TRHR PAM
36	-0.3	1	19	0
35	-0.5	0	7	2
34	0.9	-1	13	-1
28	-1.0	3	34*	-4
27	-0.1	6	·	9
25	0.3	0	·	-2
31	0.5	6	-6	-1

Carrying on:
no.	mol	D2 PAM	D1 antag	D1 potentiator	D2 ag	RXFP1 antag
37	CC(C)c1ccc(/C=C2\SC(=S)N(CCC(=O)N3CCCCC3CCO)C2=O)cc1 (stereo not drawn)	-1	0	3	0.1	-10
38	Cc1cc(S(=O)(=O)N2CCOCC2)ccc1OCC(=O)Nc1ccccc1F	-1	-11	-4	-0.4	-4
39	CC1CC(C)(C)NC(=S)N1CCC(=O)N1CCN(c2ccccc2)CC1 (stereo not drawn)	7	-12	-4	-1.1	-19
40	O=C(O)Cc1ccc2c(c1)N(S(=O)(=O)c1cccs1)CC(C(=O)O)O2 (stereo not drawn)	2	-3	8	1.0	8
41	CCc1nnc(NC(=O)CSc2nnc(Cc3ccccc3)n2-c2ccc(OC)cc2)s1	-7	3	9	-0.2	-1
42	O=C1CC(c2ccc(Cl)c(Cl)c2)CC(O)=C1C=NCCN1CCNCC1 (stereo not drawn)	-4	-4	-6	1.1	·
43	COc1ccc(NCc2nc3ccccc3n2CCOc2ccccc2)cc1	1	-12	-5	0.6	6
44	Oc1ccc(-c2nc3ccccc3s2)cc1	-1	6	-1	0.6	-2
45	COC(=O)c1ccc(Cn2nc(C)c(Cl)c2C)o1	0	8	-1	0.3	-10
46	CC1(c2nnc(Cc3ccccc3)o2)CC(c2ccccc2Br)=NO1 (stereo not drawn)	3	-14	-2	-1.2	·
47	CCOC(=O)c1cnc(SC)nc1Oc1cccc(NS(=O)(=O)c2ccc(C)cc2)c1	-5	-5	0	-0.1	3
48	COc1ccc(C2c3c(-c4ccccc4O)n[nH]c3C(=O)N2Cc2ccco2)cc1OC (stereo not drawn)	3	0	0	9.9	-10

no.	TRHR agonist	D1 ag	D2 antag	TRHR PAM
37	-0.2	1	-8	8
38	-0.3	5	6	-1
39	-0.5	0	8	-4
40	0.3	3	-3	5
41	-0.6	2	1	6
42	0.3	1	-23	9
43	-0.2	0	-23	-6
44	0.5	2	-4	2
45	-0.7	7	-7	6
46	-0.4	2	5	-4
47	0.3	2	-2	-1
48	0.4	2	-1	2

Part of the list above, limited to D1 antag and D1 ag.
cpd	Structure	D1 antag	D1 ag
13	COc1ccc(C)cc1-n1nnc(S(=O)(=O)c2ccc(C)cc2)c1C	9	10
14	Cc1cccc(C)c1NC(=O)Cn1c(=O)n(CC2CCC(C(=O)NCCc3ccccc3)CC2)c(=O)c2ccccc21 (stereo not drawn)	14	-1

(cont.)
no.	mol	D2 PAM	D1 antag	D1 potentiator	D2 ag	RXFP1 antag
49	CCc1ccc(NC(=O)CC2C(=O)N(c3cccc(OC)c3)C(=O)N2Cc2ccco2)cc1 (stereo not drawn)	-4	-6	-1	0.2	9
50	O=C(Nc1ccc([N+](=O)[O-])cc1)OCCc1ccccn1	8	5	-1	-0.5	0
51	O=C(NC1CC(=O)N(c2ccccc2)C1)C(c1ccccc1)c1ccccc1 (stereo not drawn)	-5	·	4	0.5	-6
52	Cc1ccc(SCc2noc(-c3c(C)noc3C)n2)cc1	2	2	2	-0.5	-3
53	Cc1noc(C)c1C(=O)Nc1c(F)cc(F)cc1Br	6	-1	-2	-0.3	-15
54	O=C(O)CN1C(=O)/C(=C\c2ccccc2OCc2ccc(F)cc2)SC1=S	0	-18	-7	-0.6	7
55	CCn1c(SCC(N)=O)nc2c(c1=O)C1(CCCC1)Cc1ccccc1-2	11	9	0	0.3	1

no.	TRHR agonist	D1 ag	D2 antag	TRHR PAM
49	-0.5	-1	·	-2
50	-0.2	0	-9	-15
51	-0.3	0	·	5
52	-0.4	1	-7	-3
53	-0.1	2	12	11
54	0.4	0	12	-3
55	-0.3	0	-12	5
